ssDAF-12 act – S. stercoralis DAF-12 activation, primary screen; HEK293 ssDAF-12/GRIP1 lit1-tk-luc reporter, luminescence; % of 3 µM dafachronic acid response; activation, % at 6.8 µM; 1% of 370,000 active; AID 652126;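 active = activation above the mean over all tested compounds plus 3 SD, cut at about 0.9% in these data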;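 note: 0% = DMSO-only wells and 100% = 3 µM delta7-dafachronic acid wells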
ADAM17 inh – inhibits human ADAM17; P78536; recombinant ADAM17, EDANS/DABCYL FRET peptide cleavage; inhibition, % at 6.95 µM; 0.83% of 370,000 active;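 active = inhibition above the mean of compounds lying between control limits plus 3 SD, set per campaign, cut at about 8.5% in these data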;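 note: 0% = DMSO-only wells as the low control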
FXN GAA850 act – frataxin GAA850 promoter activation; 0.56% of 360,000 active; activation, % at 6 µM; HEK293 lucGAA850 FXN promoter luciferase reporter, 24 h; percent of 10 µM SAHA response; AID 540364;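 active = activation above the average of all compounds screened plus 3 SD, cutoff fixed separately per campaign, cut at about 7.5% in these data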;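 note: 0% = DMSO wells and 100% = 10 µM SAHA wells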
PLCg1 inh – blocks human PLC-gamma1 enzyme activity; P19174; purified PLC-gamma1, fluorogenic substrate, fluorescence; inhibition, % at 12.2 µM; 0.84% of 370,000 active; AID 720700; in the data active = inhibition above about 9.5%
sPLA2-III inh – Blocks human group III sPLA2 activity. QFRET BODIPY PC-A2 liposome hydrolysis, fluorescence. 0.56% of 370,000 active. inhibition, % at 12.2 µM. AID 743126;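 active = inhibition above mean plus 3 SD of compounds lying within the high and low control bounds, cut at about 19% in these data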;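 note: 0% = median of test compound wells and 100% = no enzyme DMSO wells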
Target sequence (Q9NZ20 whole entry, looked up): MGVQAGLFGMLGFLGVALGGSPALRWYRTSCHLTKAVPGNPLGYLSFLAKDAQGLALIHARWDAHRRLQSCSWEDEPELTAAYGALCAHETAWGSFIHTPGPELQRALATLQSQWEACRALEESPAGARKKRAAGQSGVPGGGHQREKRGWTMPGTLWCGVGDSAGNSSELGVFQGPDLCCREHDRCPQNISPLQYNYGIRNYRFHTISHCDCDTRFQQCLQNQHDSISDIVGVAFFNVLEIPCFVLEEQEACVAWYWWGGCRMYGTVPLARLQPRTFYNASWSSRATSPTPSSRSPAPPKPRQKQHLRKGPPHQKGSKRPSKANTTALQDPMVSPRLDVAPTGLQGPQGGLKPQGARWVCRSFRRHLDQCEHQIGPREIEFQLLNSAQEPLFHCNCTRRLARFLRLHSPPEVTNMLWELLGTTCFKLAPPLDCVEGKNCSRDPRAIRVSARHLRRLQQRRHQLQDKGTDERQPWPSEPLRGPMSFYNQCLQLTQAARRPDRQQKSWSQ
ADAM10 inh – inhibits human ADAM10; O14672; recombinant ADAM10, EDANS/DABCYL FRET peptide cleavage, 3 h; inhibition, % at 7 µM; 0.62% of 370,000 active; AID 720582;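 active = inhibition above a per-campaign cutoff equal to the mean of compounds falling between control-based bounds plus 3 SD, cut at about 20% in these data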;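 note: 0% = DMSO wells while the 100% control is not disclosed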
Target sequence (O14672 214-748 limits assumed): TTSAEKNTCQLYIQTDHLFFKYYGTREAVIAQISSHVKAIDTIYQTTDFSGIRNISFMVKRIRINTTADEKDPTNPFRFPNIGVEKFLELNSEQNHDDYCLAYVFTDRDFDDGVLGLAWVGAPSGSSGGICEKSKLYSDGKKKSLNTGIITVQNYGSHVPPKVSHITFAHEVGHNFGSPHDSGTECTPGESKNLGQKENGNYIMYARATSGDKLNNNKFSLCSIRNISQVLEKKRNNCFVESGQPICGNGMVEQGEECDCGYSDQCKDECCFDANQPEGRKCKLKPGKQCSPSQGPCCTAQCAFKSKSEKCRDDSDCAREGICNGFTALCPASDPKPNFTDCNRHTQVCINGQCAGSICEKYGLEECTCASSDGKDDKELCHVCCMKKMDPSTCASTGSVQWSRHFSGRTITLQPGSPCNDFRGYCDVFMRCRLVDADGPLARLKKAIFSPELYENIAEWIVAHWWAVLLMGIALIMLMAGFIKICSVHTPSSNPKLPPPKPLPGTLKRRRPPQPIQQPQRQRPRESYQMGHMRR
hcDAF-12 act – activators of H. contortus DAF-12 nuclear receptor | 1.4% of 370,000 active | HEK293 hcDAF-12 lit1-tk-luc reporter, luminescence; 0% DMSO, 100% Δ7-dafachronic acid | AID 652067 | activation, % at 6.8 µM;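 active = activation above the mean of all tested compounds plus 3 SD, cut at about 5.5% in these data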;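 note: 100% = response to 3 µM Δ7-dafachronic acid high control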
DAX1 inh-1 – blocks DAX1 repression of SF-1 activated StAR promoter; 1.1% of 370,000 active; inhibition, % at 6.8 µM; HEK293T StAR-luciferase reporter, SF-1/DAX-1 repression relief; AID 652010;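 active = inhibition above the mean over all tested compounds plus 3 SD, cut at about 3.6% in these data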;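 note: 0% = DAX-1 cells with DMSO and 100% = cells lacking DAX-1 with DMSO; higher inhibition means more luminescence from relief of DAX-1 repression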
PLCb3 inh – inhibitors of human phospholipase C beta3. Purified PLC-beta3, fluorogenic substrate, fluorescence. inhibition, % at 12.2 µM. Q01970. 0.18% of 370,000 active; in the data active = inhibition above about 11%;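 note: 0% = median of compound wells on plate and 100% = full blocker control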
DAX1 inh-2 – inhibits human nuclear receptor DAX1. P51843. HEK293 Gal4-DAX1 luciferase reporter, luminescence. inhibition, % at 6.75 µM. 0.99% of 340,000 active. AID 504766;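 active = inhibition above the mean over all tested compounds plus 3 SD, cut at about 4.2% in these data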;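 note: 0% = DAX1-transfected cells with DMSO and 100% = empty-vector control cells with DMSO; inhibition shows as a rise in luminescence from relieved DAX1 repression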
hgDAF12 agonist – agonists of H. glycines DAF-12 nuclear receptor; HEK293 GAL4-hgDAF12 UAS-luciferase reporter, agonist luminescence; normalized to butyrate control; activation, % at 6.8 µM; 1.8% of 370,000 active;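 active = activation above a cutoff set at the mean of all screened compounds plus 3 SD, cut at about 10% in these data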;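 note: 0% = DMSO wells and 100% = sodium butyrate wells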
An asterisk follows results filed as active; i = inactive; . = not tested or not shown; & = joins results of further samples.

SMILES | ssDAF-12 act | ADAM17 inh | FXN GAA850 act | PLCg1 inh | sPLA2-III inh | ADAM10 inh | hcDAF-12 act | DAX1 inh-1 | PLCb3 inh | DAX1 inh-2 | hgDAF12 agonist
Cc1cccc(N2CCN(C(=O)COc3ccc4c(C)cc(=O)oc4c3C)CC2)c1C | -1.2 | -7 | 2.5 | -8 | -17 | -28 | -3.6 | -0.6 | -18 | -0.2 | -4.3
Cc1cc2ccccc2c(=O)n1CC(=O)NCC(=O)N(C)C1CCCCC1 | -0.6 | -14 | -1.6 | -5 | -1 | -36 | -1.3 | -0.5 | -7 | 1.4 | -0.7
Cc1ccc(C(=O)COC(=O)C(C)N2C(=O)C3C4C=CC(C4)C3C2=O)cc1C (configuration not stated) | -1.3 | 2 | 0.2 | 3 | -1 | -6 | -1.3 | -1.0 | -11 | 0.3 | 2.0
CC1(C)Cc2cccc(OCC(=O)N3CCN(c4ccc([N+](=O)[O-])cc4)CC3)c2O1 | -1.8 | 2 | -2.6 | 2 | -5 | -2 | -2.1 | -0.7 | -2 | 0.3 | -0.7
Cc1ccc(NC(=O)c2cc(CC(C)C)nc3ccccc23)cc1 | -1.3 | 5 | -1.1 | 3 | 0 | 13 | -1.5 | -1.2 | 0 | -0.7 | -3.8
COC(=O)CNC(=O)COC(=O)/C=C/c1ccc(F)cc1 | -0.7 | 4 | -2.4 | 0 | -1 | 1 | 0.4 | -0.1 | 2 | 1.3 | -0.5
O=C(NCCc1cccnc1)C1CCC(=O)N(Cc2ccc(Cl)cc2)C1 (configuration not stated) | -1.4 | -1 | -1.5 | 3 | -1 | 1 | 1.1 | 0.4 | -4 | 1.4 | -0.1
CCCCNC(=O)CCn1c(=O)c2ccccc2n(Cc2ccccc2C)c1=O | -1.2 | 0 | -2.4 | 1 | 12 | -3 | -1.7 | -0.3 | 2 | 1.4 | -0.1
COc1ccc(/C=C(\CC(=O)O)c2nc3ccccc3o2)cc1 | -0.4 | -6 | 5.3 | -8 | 2 | -26 | 1.4 | 1.0 | -88 | -0.2 | 5.1
COCCCNC(=O)C(C)N1c2cccc3cccc(c23)S1(=O)=O (configuration not stated) | -1.0 | -111 | 0.4 | -332 | 3 | -267 | -0.5 | 0.4 | -376 | -0.5 | 0.1
Cc1oc(/N=C/c2ccc3c(c2)OCO3)c(C#N)c1C | -0.8 | -2 | 1.1 | -12 | -3 | -11 | 1.9 | -0.3 | -15 | 2.1 | 1.1
CC(=O)N1CCc2cc(S(=O)(=O)NC3CCN(C(=O)C(C)(C)C)CC3)ccc21 | -1.7 | -4 | . | 1 | 3 | -2 | -0.1 | -1.4 | 0 | . | -2.5
O=C(COC(=O)Cc1c(F)cccc1Cl)NNC(=O)c1ccccc1 | -1.1 | 1 | -1.5 | 0 | -3 | -3 | -1.7 | 0.5 | -2 | 0.3 | -1.0
O=C(NCc1ccccn1)c1ccc(CNS(=O)(=O)c2ccc(F)cc2)cc1 | -0.8 | -2 | 3.6 | 0 | -5 | -1 | 0.4 | 0.0 | 1 | 0.5 | 1.3
CC(=O)c1ccc(NC(=O)CSCC(=O)Nc2ccc3ccccc3c2)cc1 | -0.9 | 0 | -0.2 | 3 | -20 | 9 | -2.2 | -1.1 | 5 | -1.0 | 2.2
COC(=O)c1cccnc1-n1c(=O)c2cccnc2n(Cc2cccc(OC)c2)c1=O | -1.6 | 1 | 2.8 | 9 | 4 | 4 | 0.1 | 1.3 | 1 | -1.0 | 3.0
COc1ccc(C(=O)Cn2nnc(-c3cccs3)n2)cc1 | -1.4 | 0 | 2.3 | 0 | -54 | -3 | 0.3 | -0.8 | 0 | -1.6 | 0.4
O=C(O)CC(NC(=O)OCc1ccccc1)c1ccc(Br)cc1 (configuration not stated) | -1.3 | 2 | 0.7 | -1 | 2 | 7 | -1.3 | -0.4 | -3 | -0.3 | 0.4
O=C(C[C@H]1C(=O)N(Cc2ccccc2)C[C@@H]1Cc1ccccc1)Nc1ccccc1 | -1.8 | 1 | -0.6 | 0 | -5 | 8 | -2.2 | -0.3 | 1 | -0.3 | -0.5
COc1ccc(-c2ccc(C(C)=O)cc2)cc1[C@H]1[C@@H]2C=CCC[C@@]2(C)C(=O)N1Cc1ccccc1 | -1.1 | -9 | 1.5 | -61 | 4 | -32 | -1.2 | 0.6 | -61 | 1.4 | 0.7
NC12CC3CC(CC(C3)C1)C2 | -0.9 | -3 | -0.4 | -1 | 1 | -1 | -0.7 | 1.3 | 1 | 1.7 | 2.5
Cn1cnc2c(ncn2C2OC(CO)C(O)C2O)c1=S (configuration not stated) | -1.1 | -5 | 0.1 | 1 | 11 | 4 | -1.7 | 0.0 | -1 | -0.1 | 0.0
COc1cccc(N2CC(=O)Nc3c(oc4nc(-c5ccccc5)cc(C)c34)C2=O)c1 | -0.4 | -7 | -0.2 | 2 | 20* | -3 | -0.6 | 0.1 | -4 | -0.9 | -0.5
Cc1cccc(C(=O)OCC(=O)Nc2c(C)n(C)n(-c3ccccc3)c2=O)c1 | -1.9 | 1 | -0.8 | 1 | 2 | 2 | -0.7 | -0.9 | -3 | -0.8 | -3.0
C[C@@H]1CN([C@H](C)CO)C(=O)CCCn2nncc2CO[C@H]1CN(C)S(=O)(=O)c1cn(C)cn1 | -0.9 | -4 | -1.0 | 0 | -1 | -6 | 1.8 | -0.1 | 1 | 0.3 | 1.7
CCc1noc(C)c1C(=O)N1CCN(S(=O)(=O)c2ccc(Br)cc2Cl)CC1 | -1.1 | 0 | 2.1 | 0 | 0 | 0 | 0.6 | -1.3 | -4 | 0.3 | -0.8
Cc1cc(NC(=O)CCN2C(=O)C3C4CCC(C4)C3C2=O)c(C)cc1Br (configuration not stated) | -0.5 | -1 | -1.5 | 6 | 2 | -4 | -2.0 | 0.1 | 2 | 1.0 | -0.1
Cc1ccc(CN2CCN(c3ncccn3)CC2)c(C)c1 | -1.7 | -1 | 1.6 | -1 | 8 | 1 | -1.3 | -0.3 | -7 | -1.1 | -2.0
CCOC(=O)C1CCCN(C(=O)c2ccc3oc(CCc4ccccc4)nc3c2)C1 (configuration not stated) | -0.8 | 4 | 2.2 | 0 | -24 | -1 | -0.5 | -0.3 | -6 | -0.3 | 8.4
Cc1nc(N)nc(Nc2ccc(C#N)cc2)c1Br | -2.9 | -4 | 3.1 | -6 | 7 | -6 | -2.8 | -0.6 | -15 | 0.1 | 2.9
COc1ccc2c(C)cc(SCC(=O)NC3CCCC3)nc2c1 | -0.8 | -8 | -1.0 | -6 | -13 | -45 | -0.3 | -1.7 | -10 | 0.1 | -1.2
COc1ccc(CC(NC(C)=O)C(=O)N2CCN(C(=O)Nc3cccc(Cl)c3)CC2)cc1OC (configuration not stated) | -1.3 | 0 | -1.9 | 5 | 4 | 1 | -0.5 | -0.8 | 1 | 0.2 | -0.2
Cc1ccc(NC(=O)c2cc([N+](=O)[O-])ccc2N2CCOCC2)cc1S(=O)(=O)N(C)C | -1.3 | -4 | -5.3 | 0 | -4 | 10 | -2.1 | 0.2 | -4 | -0.5 | 1.4
CC(=O)C1=CCC(c2ccccc2)N(S(=O)(=O)c2ccccc2)C1 (configuration not stated) | -1.8&-1.4 | -2&-1 | . | -1&-1 | -1&1 | -10&-4 | 1.2&-1.9 | -0.6&-1.0 | -3&1 | . | -1.4&-2.6
CN1CCOc2cc(S(=O)(=O)Nc3ccc(F)cc3)ccc21 | -1.7 | 3 | -1.2 | 3 | -15 | 4 | -1.5 | -2.1 | 1 | -0.6 | -1.5
O=S(=O)(NCCS(=O)(=O)N1CCN(c2ccccc2)CC1)c1ccccc1 | -1.6 | -4 | 0.0 | 0 | -11 | -5 | -1.7 | -1.1 | -9 | -0.4 | -1.4
Nc1[nH]c(C(=O)c2ccc(Br)cc2)c(-c2ccc3ccccc3c2)c1C(=O)NCCc1c[nH]c2ccccc12 | -0.5 | 1 | . | -6 | -10 | -13 | 2.8 | 0.9 | -11 | . | 2.4
O=C(Cc1cccs1)NNC(=S)NC(=O)c1ccc(F)c(F)c1 | -1.3 | -3 | -1.4 | 3 | -1 | 4 | -0.1 | -0.1 | 1 | 0.7 | 3.4
CCc1ccc(N/C(N)=N/c2nc(CSc3ncccn3)cc(=O)[nH]2)cc1 | -0.7 | -1 | 1.4 | 1 | 1 | -1 | -1.8 | -0.3 | 2 | -0.2 | 0.1
Cc1ccccc1-c1cccc([C@@H]2C[C@H]3[C@H](CON3C)CN2C)c1 | -0.4 | -2 | -1.2 | 2 | 7 | -18 | 0.6 | 1.0 | -1 | 0.5 | -0.1
COCCn1c(SCC(=O)N(C)C2CCS(=O)(=O)C2)nc2ccccc2c1=O (configuration not stated) | -0.8 | -7 | 1.1 | 4 | 15 | -16 | -1.8 | -1.3 | -8 | -0.3 | 0.0
COc1ccc(-c2nn(-c3ccccc3)cc2/C=C(\C#N)C(N)=O)cc1[N+](=O)[O-] | -0.8 | 2 | 2.9 | 8 | -3 | 3 | -1.6 | -0.6 | 1 | -0.5 | 3.4
CC1NC(C)c2c(ccc3ccccc23)O1 (configuration not stated) | 0.3 | -18 | 0.1 | -9 | 3 | -53 | 1.5 | -1.2 | -17 | 2.2 | 1.9
COCCCNC(=O)CCC(=O)Nc1ccc2nc(N3CCOCC3)cc(C)c2c1 | -1.2 | -243 | 0.3 | -73 | 5 | i | 0.4 | -0.5 | -100 | 1.5 | 3.5
O=C(c1ccc(S(=O)(=O)N2CCC(c3nc4ccccc4s3)CC2)cc1)N1CCOCC1 | -1.4 | -4 | -4.1 | 0 | 0 | 3 | -1.8 | -1.0 | 4 | 2.1 | 0.2
COc1cccc(NC(=O)CSc2nc3ccccc3c(=O)n2CCCC(=O)N2CCCC2)c1 | -1.3 | 1 | -3.9 | 7 | -5 | 4 | -1.9 | -1.1 | 7 | -1.2 | 0.8

Gathered by group: the entries above containing bromine.
SMILES | ssDAF-12 act | ADAM17 inh | FXN GAA850 act | PLCg1 inh | sPLA2-III inh | ADAM10 inh | hcDAF-12 act | DAX1 inh-1 | PLCb3 inh | DAX1 inh-2 | hgDAF12 agonist
O=C(O)CC(NC(=O)OCc1ccccc1)c1ccc(Br)cc1 (configuration not stated) | -1.3 | 2 | 0.7 | -1 | 2 | 7 | -1.3 | -0.4 | -3 | -0.3 | 0.4
CCc1noc(C)c1C(=O)N1CCN(S(=O)(=O)c2ccc(Br)cc2Cl)CC1 | -1.1 | 0 | 2.1 | 0 | 0 | 0 | 0.6 | -1.3 | -4 | 0.3 | -0.8
Cc1cc(NC(=O)CCN2C(=O)C3C4CCC(C4)C3C2=O)c(C)cc1Br (configuration not stated) | -0.5 | -1 | -1.5 | 6 | 2 | -4 | -2.0 | 0.1 | 2 | 1.0 | -0.1
Cc1nc(N)nc(Nc2ccc(C#N)cc2)c1Br | -2.9 | -4 | 3.1 | -6 | 7 | -6 | -2.8 | -0.6 | -15 | 0.1 | 2.9
Nc1[nH]c(C(=O)c2ccc(Br)cc2)c(-c2ccc3ccccc3c2)c1C(=O)NCCc1c[nH]c2ccccc12 | -0.5 | 1 | . | -6 | -10 | -13 | 2.8 | 0.9 | -11 | . | 2.4

Screening data from PubChem.

Compounds were not picked by outcome; about 6.9% have a hit in one of these screens.
